Assay outcomes deposited in PubChem by Broad Institute.
PGC1a acetyl inh: PGC1a acetylation modulation, inhibitor mode | U2OS PGC1a acetylation, AlphaScreen anti-acetyl-lysine; with virally co-expressed GCN5 acetyltransferase | inhibition, % at 15.6 µM | actives 0.17% (n = 350,000);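 active = every replicate shows inhibition of at least 40%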;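 note: 0% = neutral control wells and 100% = positive control wells; some results beyond the cut were filed as inactive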
LGR2 inh: Drosophila LGR2 receptor signaling inhibition | HEK293 LGR2, CRE-luciferase, bursicon-stimulated, 4 h | inhibition, % at 9.99 µM | actives 0.35% (n = 380,000);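 active = drop in luminescence signal, shown as inhibition above about 50% in the replicate tests, limit read from the data, passing the limit was not always enough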;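 note: agonist challenge used bursicon conditioned medium at about half maximal strength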
Cneo AK release: causes C. neoformans cell lysis. adenylate kinase release luminescence, 4 h; normalised: neutral wells 0, clomiphene wells 100. AID 651654. actives 0.2% (n = 360,000). lysis activity, % at 15 µM;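 active = mean lysis activity across replicates of at least 80%, whatever share of replicates individually reach that level; inactive = mean lysis activity below 80%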
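Material: C. neoformans cells | Amount: Yeast cell density of 5 × 10^6 cells/mL | Medium: Fresh YPD growth medium | Dosing: Single dose | Times: Static 4 h at 37 °C with compound, 1 h detection | Detection: AK luminescence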
ARNT TACC3 PPI: ARNT/TACC3 interaction disruption | inhibition, % at 9.99 µM | AlphaScreen His-ARNT PAS-B/GST-TACC3 binding, luminescence; TACC3 fragment carries E629A point mutation | Q9Y6A5 | actives 0.66% (n = 390,000);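 active = mean inhibition of replicates at least 50% and at least half of replicates each reaching 50%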;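 note: 0% = complete ARNT plus TACC3 wells and 100% = ARNT alone without TACC3; many hits fall short of the cut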
PAX8 reporter: inhibitors of PAX8 transcriptional activity in RMG-I cells | inhibition, % at 12.6 µM | actives 1.2% (n = 360,000) | RMG-I TPO-luciferase reporter, SteadyGlo, 24 h;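 active = mean replicate inhibition at least 60% with every replicate also reaching 60%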;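 note: luciferase light reporting Pax8 driven TPO promoter activity; plate controls were median of neutral control wells for no effect and mitoxantrone controls for full effect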
GSIS activator: GLuc luminescence reporter in INS-1E cells, primary screen for activators of glucose-dependent secretion of insulin; INS-1E GLuc reporter insulin secretion, 2-3 h; activation, % at 16.6 µM; actives 0.61% (n = 370,000); AID 743287;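 active = lowest replicate activation of at least 40%, so every replicate reaches that level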;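 note: 0% = median of neutral control wells and 100% = median of IBMX positive control wells; some compounds called inactive have numbers as strong as hits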
Statin myotox sup: suppressors of simvastatin-induced myotoxicity in C2C12 myotubes | ATP luminescence, 48 h; scaled: DMSO 0, geranylgeraniol control 100 | rescue of ATP level, % at 7.49 µM | actives 0.78% (n = 330,000) | AID 602340;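 active = mean ATP rescue above about 67%, or every replicate alone reaching that limit, limit read from the data, passing the limit was not always enough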;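 note: myotubes were challenged with 10 µM simvastatin during compound exposure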
PglD DTNB: blocks C. jejuni PglD acetyltransferase activity; purified PglD enzyme, DTNB colorimetric CoA detection; inhibition, % at 12.5 µM; actives 0.098% (n = 360,000); AID 602405; in the data active = inhibition above about 16%, passing the limit was not always enough; note: strong numbers were not always called active
Active calls of the source: *; x = not tested or not shown; & = joins results of further samples.

| canonical_smiles | LGR2 inh | Statin myotox sup | Cneo AK release | PglD DTNB | PGC1a acetyl inh | GSIS activator | ARNT TACC3 PPI | PAX8 reporter |
| --- | --- | --- | --- | --- | --- | --- | --- | --- |
| CC1=C(C(=O)OC(C)C)C(c2ccccc2)NC(=S)N1C (stereo not given) | 7 | x | 2 | -20 | -6 | -11 | -2 | 4 |
| CCc1nnc(NC(=O)C2c3ccccc3Oc3ccccc32)s1 | x | 5 | 14 | 8 | 2 | x | -23 | x |
| Cc1nc(C(=O)NC2CCCCC2)sc1C1(C)CC(c2cccc([N+](=O)[O-])c2)=NO1 (stereo not given) | 2 | -6 | -6 | 6 | 5 | 10 | -4 | 6 |
| O=C(COC(=O)COc1ccccc1)Nc1cccc([N+](=O)[O-])c1 | -18 | x | x | x | x | -2 | 1 | -23 |
| Cc1c(Cl)cccc1NC(=O)COC(=O)CCc1nc2ccccc2n1-c1ccccc1 | 17 | x | -1 | -2 | -3 | -19 | -3 | 4 |
| CCN(C(=O)c1ccc(S(=O)(=O)N2CCOCC2)cc1)C1CCS(=O)(=O)C1 (stereo not given) | -1 | x | x | x | x | -10 | -1 | -14 |
| COc1cc(OC)c(NC(=O)Cc2cccs2)cc1Cl | 9 | -4 | 1 | 5 | x | -9 | 3 | -3 |
| CC1CCCCN1CCNC(=O)Cn1nc(-c2ccccc2)ccc1=O (stereo not given) | 7 | 17 | 0 | 2 | 2 | 23 | 3 | x |
| COc1ccc(N2C(=O)c3cccc4cc(Br)cc(c34)C2=O)cc1 | 6 | x | 0 | 0 | 2 | 2 | -9 | 8 |
| O=C(COC(=O)c1ccc(F)cc1F)NCCNC(=O)COC(=O)c1ccc(F)cc1F | -21 | -11 | 5 | -2 | -2 | 32 | -6 | -2 |
| C=CCOc1c2ccc(C(=O)NCCc3ccc(C)cc3)cc2nn1C | 2 | -5 | 0 | 2 | x | 12 | -9 | 5 |
| Cc1cc2ncn(C3CC(=O)N(Cc4ccccc4)C3=O)c2cc1C (stereo not given) | 43 | 2 | -2 | 0 | -8 | -21 | 1 | x |
| COc1ccccc1N1C(=NC(=O)CCc2ccccc2)SC2CS(=O)(=O)CC21 (stereo not given) | -1 | -5 | 1 | -1 | 1 | -1 | -4 | 24 |
| COc1ccc(/C=N/NC(=O)c2ccncc2)cc1Cn1nc([N+](=O)[O-])c(Br)c1C | 5 | 3 | x | x | 1 | -15 | 10 | 10 |
| O=C(CCn1c(=O)oc2ccccc21)N1CCN(c2ccc(F)cc2)CC1 | -5 | -1 | -1 | 2 | 0 | x | -10 | -4 |
| Cc1ccc(-c2n[nH]c(=S)n2/N=C\c2ccco2)cc1 | -30 | x | -1 | -1 | x | 33 | -4 | -6 |
| COc1ccc(NC(=O)c2ccc(-c3ccccc3)cc2)cc1NS(=O)(=O)c1ccc(F)cc1 | -7 | x | x | x | x | -25 | -8 | 23 |
| CN1CCN(C(=O)CN2C(=O)COc3ccc(S(=O)(=O)N4CCOCC4)cc32)CC1 | 0 | 53 | 3 | 0 | 9 | 14 | 1 | -9 |
| Cc1cc([N+](=O)[O-])ccc1NC(=O)Nc1ccccc1F | 2 | x | x | x | x | -2 | -1 | -2 |
| CC1CCCN(C(=O)C2CCN(S(=O)(=O)c3cccc4cccnc34)CC2)C1 (stereo not given) | -15 | 3 | 1 | -2 | 4 | -3 | -44 | 15 |
| C[C@@H]1CN([C@H](C)CO)C(=O)c2cc(NC(=O)c3ccncc3)ccc2O[C@H]1CN(C)C(=O)Nc1ccc(F)cc1 | 9 | 12 | -1 | -4 | 4 | 2 | -5 | 1 |
| COc1ccc(C(=S)N2CCCCCC2)cc1 | x | -7 | 5 | -3 | 1 | x | 13 | 11 |
| CCOc1ccc(N(C)S(=O)(=O)c2ccc(C)c(C(=O)NCCc3ccc(OC)cc3)c2)cc1 | 8 | 2 | 1 | 0 | x | -20 | -3 | 4 |
| O=S(=O)(NCc1ccc(Cl)cc1)c1cccc2cccnc12 | 4 | -7 | x | x | -4 | -18 | 4 | -18 |
| COc1cccc(N2CCN(C(=O)c3ccc(-c4ccccc4)cc3)CC2)c1 | 11 | 3 | 0 | 1 | 6 | 4 | -6 | 4 |
| Cc1nc(S(=O)(=O)c2ccc(Br)cc2)nc2c1CCC2 | -18 | x | x | x | -6 | 9 | 33 | -13 |
| CC12CC(NC(=O)N1c1cccc(C(=O)NCc3ccc4c(c3)OCO4)c1)c1cc(Cl)ccc1O2 (stereo not given) | x | 15 | 11 | 5 | x | x | 5 | x |
| Cc1onc(-c2ccccc2Cl)c1C(=O)Nc1nc2ccc(S(C)(=O)=O)cc2s1 | 0 | x | -10 | -4 | 12 | -13 | -4 | 19 |
| CN(CC(=O)Nc1ccncc1)S(=O)(=O)c1ccccc1 | x | x | 2 | 9 | -6 | x | -6 | x |
| O=C(N[C@H]1CC[C@@H](CCNS(=O)(=O)c2ccc(Cl)cc2)O[C@H]1CO)c1cccnc1 | 10 | 1 | 1 | 1 | -4 | 16 | 3 | 4 |
| CCOC(=O)c1cnn(-c2ccccc2)c1NC(=O)CN1CCOCC1 | 3 | -4 | x | x | 2 | -11 | x | 9 |
| O=C(CSc1ncn[nH]1)Nc1ccccc1Sc1ccccc1 | x | -24 | 4 | 2 | x | x | 7 | x |
| CO[C@H]1CN(C)C(=O)c2cc(NC(=O)C3CCC3)ccc2OC[C@@H](C)N(C(=O)CN(C)C)C[C@H]1C | 18 | 1 | -2 | -2 | -3 | 14 | 3 | 4 |
| CCCCNC(=O)CN1C(=O)c2cccc(N)c2C1=O | -5 | x | x | x | 1 | 13 | -22 | 15 |
| Cc1ccc(NC(=O)CCC(=O)N/N=C/c2ccc([N+](=O)[O-])o2)cc1C | 0 | 31 | 1 | 2 | -126 | -19 | -4 | 28 |
| Cc1ccc(S(=O)(=O)N(C)C)cc1NC(=O)COC(=O)/C=C/c1ccc2c(c1)OCO2 | -16 | -4 | -1 | 3 | x | 9 | -9 | 11 |
| Cc1cc(C)cc(N(C(=O)CCC(=O)Nc2cc(C)on2)C(C(=O)NC2CCCC2)c2ccco2)c1 (stereo not given) | 6 | x | x | x | x | -14 | 12 | 16 |
| Cc1cccc(CN2CCc3c([nH]c4ccccc34)C2)c1 | 7 | -13 | 8 | -5 | 0 | -7 | 10 | -3 |
| NS(=O)(=O)c1cnccc1Nc1cccc(Br)c1 | x | x | 1 | 2 | 4 | x | 1 | 5 |
| O=C(O)c1ccc(Cl)c(NC(=S)NC(=O)c2cccc(COc3ccccc3)c2)c1 | -11 | 8 | -9 | -2 | x | 33 | -7 | -15 |
| COc1cc(OC)c(-c2nnc(-c3ccc(OC)c(OC)c3OC)o2)cc1OC | x | 64 | 1 | -3 | -40 | x | 0 | x |
| CCCCNC(=O)N1CCc2ccccc2C1 | -15 | x | x | x | x | 16 | -1 | -8 |
| CC(=O)c1cc2c(cc1NC(=O)CCNC(=O)c1ccccc1Cl)OCO2 | x | 1 | 4 | 2 | -2 | x | -5 | x |
| CCCN(CCC)Cc1cc(=O)oc2cc(C)c(C)cc12 | -6 | 1 | 1 | -1 | -6 | 0 | x | 6 |
| COCC(=O)N1CCC(Oc2ccc(C(=O)NCCCn3cccn3)cc2)CC1 | 3 | 1 | 1 | 0 | 8 | 9 | 0 | -3 |
| O=C(COC(=O)c1cc(S(=O)(=O)N2CCOCC2)c(Cl)cc1Cl)NC1CC1 | -1 | 7 | -1 | -4 | -6 | -3 | -1 | 5 |
| CC(=O)OCC(=O)C1(O)CCC2C3CCC4=CC(=O)C=CC4(C)C3C(=O)CC21C (stereo not given) | -5 | 3 | x | x | -1 | -20 | -8 | -2 |
| C[C@@H]1CN([C@H](C)CO)S(=O)(=O)c2ccc(C#CC3CC3)cc2O[C@@H]1CN(C)Cc1ccccc1 | -23 | 9 | 11 | 1 | -18 | -15 | -1 | -4 |
| Cc1ccc(-c2nc3ccc(Br)cn3c2Cc2ccccc2C(F)(F)F)cc1 | -141 | -16 | -1 | 3 | 8 | -16 | x | -163 |
| COc1ccc(C(=O)NCC2CCCN2S(=O)(=O)c2cccs2)cc1OC (stereo not given) | -16 | 5 | 3 | 1 | 13 | 39 | 1 | -5 |
| O=C1CSC(c2cccs2)N1c1ccccc1 (stereo not given) | -5 | 7 | -2 | 0 | 3 | 14 | 9 | x |
| CNC(=O)C[C@@H]1CC[C@H]2[C@@H](COc3ccc(NC(=O)c4cc(C)on4)cc3C(=O)N2C)O1 | -15 | 9 | 1 | 5 | 7 | 7 | -1 | -8 |
| Cc1c(C)n(CCC#N)c2ccccc12 | 0 | x | 1 | -4 | 9 | -4 | -11 | x |
| O=C(C[C@@H]1C=C[C@H](NS(=O)(=O)c2ccccc2)[C@H](CO)O1)N1CCC(Cc2ccccc2)CC1 | -9 | x | x | x | 1 | -13 | x | 10 |
| O=C(c1ccc2c(c1)OCO2)N1C[C@@H]2N[C@H](C1)C2c1ccc(/C=C/c2ccccc2)cc1 (stereo not given in full) | 19&-38 | x | x | x | -13&-22 | -14&15 | x | -108&-11 |
| CN(Cc1ccccc1)C(=S)NC(=O)c1ccccc1 | 22 | 0 | 0 | -10 | -7 | 12 | 3 | 16 |

Following part
| canonical_smiles | LGR2 inh | Statin myotox sup | Cneo AK release | PglD DTNB | PGC1a acetyl inh | GSIS activator | ARNT TACC3 PPI | PAX8 reporter |
| --- | --- | --- | --- | --- | --- | --- | --- | --- |
| O=C(NCc1csc(-c2ccccc2)n1)c1ccco1 | x | 3 | 2 | -3 | -31 | x | 0 | x |
| C[C@@H]1CN([C@@H](C)CO)C(=O)CCCn2nncc2CO[C@H]1CN(C)S(=O)(=O)c1ccccc1F | -3 | -1&8 | -1&-4 | 3&3 | 8&4 | -2 | -9 | -2&6 |
| COC(=O)c1ccc(NC(=O)c2ccccc2N(C)S(C)(=O)=O)cc1 | x | -2 | 1 | 4 | 0 | x | -3 | x |
| CCCNC(=O)NC(=O)CSc1ncc(C(F)(F)F)cc1Cl | x | -5 | 1 | -1 | 5 | x | -32 | x |
| CCOc1ccc(-n2c(C)cc(/C=N\NC(=O)CC(=O)NC3CCCCC3)c2C)cc1 | 2 | x | x | x | x | -8 | -1 | 9 |
| CCN(CC)S(=O)(=O)c1cc(C(=O)Oc2cccc(-c3cnc4ccccc4n3)c2)ccc1OC | -71 | x | x | x | x | 2 | -3 | -81 |
| COc1ccc(OC)c(S(=O)(=O)N(C(C)=O)c2ccc3oc(=O)sc3c2)c1 | 9 | x | x | x | 8 | -8 | 1 | -1 |
| CSc1ncc(CO)n1Cc1ccccc1 | -14 | x | x | x | 2 | 19 | -3 | 7 |
| COc1ccc(C(C)=O)c(Oc2ccc(S(=O)(=O)N3CCOCC3)cn2)c1 | 1 | 3 | -1 | -1 | -12 | 4 | x | -7 |
| CC(C)(C)OC(=O)NCC1CCN(S(=O)(=O)Cc2ccccc2)CC1 | 3 | 2 | 2 | -5 | 1 | 8 | -11 | -5 |
| OC[C@@H]1[C@H](c2ccc(-c3ccccc3F)cc2)[C@@H]2CN(Cc3ccncc3)CCCCN12 | 29 | x | 0 | 1 | -3 | 13 | -1 | -9 |
| COC(=O)c1[nH]c2ccccc2c1NC(=O)CNC1CCCCC1 | x | 7 | -9 | -4 | -4 | -1 | 8 | 13 |
| CCCCOC(=O)NC1CCc2cc(OC)c(OC)c(OC)c2-c2ccc(SC)c(=O)cc21 (stereo not given) | -2 | x | x | x | -9 | -19 | 0 | 79* |

Some of the entries above in another layout.
Value order: LGR2 inh | Statin myotox sup | Cneo AK release | PglD DTNB | PGC1a acetyl inh | GSIS activator | ARNT TACC3 PPI | PAX8 reporter
> CCCCNC(=O)CN1C(=O)c2cccc(N)c2C1=O
→ -5 | x | x | x | 1 | 13 | -22 | 15
> CCN(CC)S(=O)(=O)c1cc(C(=O)Oc2cccc(-c3cnc4ccccc4n3)c2)ccc1OC
→ -71 | x | x | x | x | 2 | -3 | -81
